HSP90 refold inh = inhibitors of HSP90 luciferase refolding in rabbit reticulocyte lysate; hit rate 0.91% among 290,000; luciferase refolding luminescence, 3 h; inhibition, % at 5.6 µM;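 active means inhibition above the screen-wide mean plus 3 SD, computed separately per campaign, cut at about 16% in these data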;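 further: 0% = DMSO wells and 100% = 60 µM geldanamycin wells; inhibitors lower the luminescence because luciferase stays unfolded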
IEC-6 cytotox = counter-screen for KLF5 inhibitors: cytotoxicity in IEC-6 cells | AID 1825 | hit rate 0.78% among 290,000 | IEC-6 cytotoxicity, luminescence viability | inhibition, % at 5 µM; in the data active means inhibition above about 22%;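 further: 0% = plate median of test compound wells and 100% = cytotoxic reference compound wells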
HSF1 activator = increases HSF-1 driven luciferase reporter signal; NIH3T3-HGL HSF-1 luciferase reporter, MG132, 8 h; 100% = twice DMSO control signal; activation, % at 9 µM; hit rate 1.7% among 300,000;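 active means mean replicate activation of at least 50% with a set share of replicates each reaching 50%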;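 further: 0% = median of the neutral control wells and 100% = twice that signal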
HSF1 inhib = HSF1 inhibition | activity change, negative = inhibition, % at 7.5 µM (by protocol) | AID 2098 | NIH3T3-HGL HSE-luciferase, MG132-induced, luminescence 8 h; active compounds read low | hit rate 0.77% among 300,000;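 active means more than half of replicate wells show activity change below -50%, luminescence cut by over half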;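 further: luciferase reports HSF-1 transcriptional activity via heat shock element; 0% = median of DMSO wells and -100% = zero luminescence signal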
GSK3 alpha inh = blocks human GSK-3 alpha kinase. ADP-Glo luminescence, 60 min. hit rate 0.1% among 320,000. inhibition, % at 10 µM. AID 2650;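 in the data active means inhibition above about 50%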;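 further: GST-tagged GSK-3 alpha with peptide substrate and 25 µM ATP; 0% = DMSO neutral wells and 100% = GW8510 positive control wells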
Target sequence (P49840 whole entry, looked up): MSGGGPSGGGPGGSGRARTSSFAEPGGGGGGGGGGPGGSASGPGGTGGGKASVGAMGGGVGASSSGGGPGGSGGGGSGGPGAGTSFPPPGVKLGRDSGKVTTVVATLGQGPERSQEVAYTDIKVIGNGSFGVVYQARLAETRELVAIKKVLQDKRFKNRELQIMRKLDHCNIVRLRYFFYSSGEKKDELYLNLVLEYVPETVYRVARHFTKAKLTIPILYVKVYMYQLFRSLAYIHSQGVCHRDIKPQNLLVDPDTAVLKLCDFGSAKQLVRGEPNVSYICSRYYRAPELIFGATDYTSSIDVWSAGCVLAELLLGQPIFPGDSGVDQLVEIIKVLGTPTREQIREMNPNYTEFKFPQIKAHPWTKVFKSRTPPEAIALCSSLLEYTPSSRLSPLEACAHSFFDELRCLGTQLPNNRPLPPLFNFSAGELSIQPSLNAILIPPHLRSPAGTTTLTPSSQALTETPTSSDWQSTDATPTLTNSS
GSK3beta inhib = human GSK3beta kinase inhibition | GST-GSK3beta kinase, ADP-Glo luminescence, 60 min; active compounds read low | P49841 | hit rate 0.038% among 300,000 | activity score (negative = inhibition), % at 10 µM;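 active means more than half of replicate wells score below -50%, meaning over 50% inhibition versus plate controls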;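 further: 0% = median DMSO wells and -100% = median GW8510 positive control wells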
Target sequence (P49841 whole entry, looked up): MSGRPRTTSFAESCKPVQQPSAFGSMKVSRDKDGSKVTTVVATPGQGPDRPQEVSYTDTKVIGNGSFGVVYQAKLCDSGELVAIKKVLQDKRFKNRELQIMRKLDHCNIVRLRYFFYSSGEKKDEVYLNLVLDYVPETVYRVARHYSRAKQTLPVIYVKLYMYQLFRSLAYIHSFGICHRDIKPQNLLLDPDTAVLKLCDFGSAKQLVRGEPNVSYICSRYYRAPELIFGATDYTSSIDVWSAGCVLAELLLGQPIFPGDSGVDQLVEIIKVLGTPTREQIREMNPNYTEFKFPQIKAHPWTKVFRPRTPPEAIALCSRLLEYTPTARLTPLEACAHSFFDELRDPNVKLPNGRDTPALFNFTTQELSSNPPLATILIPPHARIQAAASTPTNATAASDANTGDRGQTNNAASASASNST
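Test system: GST-tagged human GSK3beta kinase, cell-free; evaluation: activity score scaled between in-plate DMSO and GW8510 controls; measured by: ADP-Glo luminescence; incubation: 60 min reaction, RT; benchmarks: DMSO and 20 µM GW8510; reagent: peptide substrate plus 25 µM ATP (final); medium: Tris/MgCl2 kinase buffer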
PolyA inhibitor = blocks polyadenylation in yeast reporter cells. calls only at 12 µM. hit rate 0.02% among 300,000. AID 1875. S. cerevisiae SKY197-pL101 polyadenylation reporter, beta-gal luminescence; efflux-impaired pdr1/pdr3 knockout yeast; score 100 = 6 SD above DMSO;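 active means lowest replicate activity score at least 50, where 100 means six control SD above control mean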;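 further: yeast exposed to compound for 9 h at 30 °C; higher score means more reporter readthrough which indicates perturbed polyadenylation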
aSyn 5UTR inh = 5' untranslated region of α-synuclein, MLPCN primary screen | alpha-synuclein 5'UTR reporter, inhibitor activity | inhibition, % (tested at 7.5 µM) | hit rate 0.82% among 300,000 | AID 1813; in the data active means inhibition above about 60%;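 further: H4 neuroglioblastoma cells stably carrying SNCA 5'UTR luciferase fusion; 0% = DMSO wells and 100% = positive control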
AI-2 QS mod = modulators of Vibrio harveyi AI-2 quorum sensing system | Vibrio harveyi JMH597 AI-2 luminescence/OD600 ratio, 9 h; active compounds read low; strain lacks LuxN and CqsS sensors; 0 = neutral-control median | activity change, % at 7.5 µM | hit rate 0.4% among 300,000 | AID 2094; in the data active means activity change below about -75%, passing the limit was not always enough;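 further: luminescence divided by OD600 gain over 9 h not by final OD600 alone; inactives centre near 13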
KLF5 inhibitor = suppresses KLF5 promoter-driven expression. AID 1700. DLD-1 KLF5 promoter-luciferase reporter, luminescence. hit rate 0.23% among 290,000. inhibition, % at 5 µM;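 active means inhibition above a per-plate limit of that plate's mean compound inhibition plus 3 SD, cut at about 60% in these data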;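 further: 0% = DMSO wells and 100% = LY294002 at 200 µM; higher means less KLF5 promoter-driven luciferase light; inactives centre near -14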
Starred values were filed as active, the others as inactive; i = inactive; x = not tested or not shown. A portion of the library (hit frequency here may not be typical).

entry	canonical_smiles	HSP90 refold inh	IEC-6 cytotox	HSF1 activator	HSF1 inhib	GSK3 alpha inh	GSK3beta inhib	PolyA inhibitor	aSyn 5UTR inh	AI-2 QS mod	KLF5 inhibitor
1	COc1ccccc1NC(=O)c1cc(N2C(=O)C3C4CCC(C4)C3C2=O)ccc1Cl (stereo unspecified)	-1	-1	3	3	-1	-2	i	-19	21	-24
2	COc1ccc(CCNC(=O)c2ccccc2C(=O)NCCc2ccc(OC)cc2)cc1	x	x	9	6	-3	-1	i	-23	17	x
3	COc1ccc(-n2nnnc2SCC(=O)c2ccc3c(c2)OCCO3)c(OC)c1	0	-1	11	11	4	-3	i	22	13	-15
4	COC(=O)C1C(c2ccc(OC)cc2)Nc2nnc(C(F)(F)F)n2C1(C)O (stereo unspecified)	3	1	-10	-8	-2	4	i	18	3	-1
5	Cc1cc(O)c(C)c(O)c1/C=N/NC(=O)c1cccnc1	1	13	-8	3	3	-1	i	69*	9	22
6	CCC1CN(C(=O)NCc2ccc(F)cc2)c2cc(C)ccc2O1 (stereo unspecified)	2	1	-7	4	1	0	i	5	12	-9
7	O/N=C1/CC/C(=N\O)c2nn(-c3ccccc3)nc21	1	-5	x	x	28	x	x	x	x	-39
8	Cc1csc2c(SCC(=O)NNC(=O)C(Cl)Cl)ncnc12	0	4	2	8	-6	7	i	6	7	0
9	CCOn1c(=O)c(-c2cc3ccccc3o2)[n+]([O-])c2ccccc21	1	12	26	9	-2	2	i	-117	-7	0
10	O=C(CSc1cn(CC(=O)N2CCCC2)c2ccccc12)NCC1CCCO1 (stereo unspecified)	-2	-2	2	2	-6	-1	i	-21	16	20
11	Cc1ccc(S(=O)(=O)c2nc(C(C)(C)C)oc2N2CCOCC2)cc1	-1	2	22	19	0	-2	i	-7	9	8
12	CCn1c(SCc2cccc(C(=O)O)c2)nnc1-c1ccc(Cl)cc1	-2	-3	2	-6	3	2	i	-16	15	-18

Complete entries from above. Values in the order: HSP90 refold inh	IEC-6 cytotox	HSF1 activator	HSF1 inhib	GSK3 alpha inh	GSK3beta inhib	PolyA inhibitor	aSyn 5UTR inh	AI-2 QS mod	KLF5 inhibitor
`COc1ccc(CCNC(=O)c2ccccc2C(=O)NCCc2ccc(OC)cc2)cc1` across the screens: x	x	9	6	-3	-1	i	-23	17	x
`COc1ccc(-n2nnnc2SCC(=O)c2ccc3c(c2)OCCO3)c(OC)c1` across the screens: 0	-1	11	11	4	-3	i	22	13	-15
`Cc1ccc(S(=O)(=O)c2nc(C(C)(C)C)oc2N2CCOCC2)cc1` across the screens: -1	2	22	19	0	-2	i	-7	9	8
`Cc1csc2c(SCC(=O)NNC(=O)C(Cl)Cl)ncnc12` across the screens: 0	4	2	8	-6	7	i	6	7	0

The list continues:
entry	canonical_smiles	HSP90 refold inh	IEC-6 cytotox	HSF1 activator	HSF1 inhib	GSK3 alpha inh	GSK3beta inhib	PolyA inhibitor	aSyn 5UTR inh	AI-2 QS mod	KLF5 inhibitor
13	O=C(CSc1ncnc2c1nnn2Cc1ccccc1F)N1CCN(c2ccccc2)CC1	1	1	1	2	x	2	i	8	12	-23
14	COc1ccc(C2(CNS(=O)(=O)c3ccccc3)CCOCC2)cc1	1	1	-14	7	2	2	i	-2	16	4
15	COc1ccc(OC)c(S(=O)(=O)Nc2cccc3c(O)cccc23)c1	x	x	19	10	1	1	i	21	7	x
16	Cc1ccc(S(=O)(=O)NC(=NC(Cc2ccccc2)C(=O)O)c2ccccc2)cc1 (stereo unspecified)	1	5	-6	3	-3	x	i	10	x	-14
17	COc1ccc2nc(NC3=NC(C(=O)Nc4ccc(C)cc4)CC(=O)N3)nc(C)c2c1 (stereo unspecified)	3	10	25	-1	0	6	i	-14	14	-24
18	COc1ccc(CCNC(=O)c2c(C)nc3ccccn23)cc1	-4	3	20	0	-6	-1	i	4	-2	-18
19	O=C(CSc1oc(-c2ccc(F)cc2)nc1S(=O)(=O)c1ccc(F)cc1)NCC1CCCO1 (stereo unspecified)	0	6	-7	1	-2	-14	i	19	14	-23
20	CC(C)NC(=O)C1CCCN(S(C)(=O)=O)C1 (stereo unspecified)	-2	-2	8	5	-7	0	i	-6	17	-1
21	N/C(Cc1ccc([N+](=O)[O-])cc1)=N\OC(=O)c1ccccc1Br	-3	0	40	24	3	0	i	11	27	8
22	Cc1c(Cl)cccc1NC(=S)NCC(c1cccnc1)N(C)C (stereo unspecified)	-4	2	3	5	x	0	i	0	2	14
23	Cc1ccc2c(CC(=O)Nc3cccc(S(=O)(=O)N4CCOCC4)c3)coc2c1	0	5	0	5	0	2	i	-3	28	6
24	Cc1cc2oc(=O)cc(C)c2cc1NC(=O)CCC(=O)O	0	2	5	2	0	-2	i	5	25	2

The last three records of the part before are carried over, then new ones follow:
entry	canonical_smiles	HSP90 refold inh	IEC-6 cytotox	HSF1 activator	HSF1 inhib	GSK3 alpha inh	GSK3beta inhib	PolyA inhibitor	aSyn 5UTR inh	AI-2 QS mod	KLF5 inhibitor
22	Cc1c(Cl)cccc1NC(=S)NCC(c1cccnc1)N(C)C (stereo unspecified)	-4	2	3	5	x	0	i	0	2	14
23	Cc1ccc2c(CC(=O)Nc3cccc(S(=O)(=O)N4CCOCC4)c3)coc2c1	0	5	0	5	0	2	i	-3	28	6
24	Cc1cc2oc(=O)cc(C)c2cc1NC(=O)CCC(=O)O	0	2	5	2	0	-2	i	5	25	2
25	NC(=S)Nc1ncc(CCN2CCOCC2)c(-c2ccc(F)cc2)n1	-1	-6	14	6	x	0	i	-2	8	-34
26	Cc1cc(C)n(-c2ccc(C(=O)Nc3ccccn3)cc2)n1	6	-7	36	10	0	2	i	1	2	-105
27	CC(=O)C(Sc1ncnc2c1nnn2-c1ccc(F)cc1)C(=O)N(C)C (stereo unspecified)	6	2	2	-4	0	3	i	-19	19	-6
28	Cc1cccc(-n2ncc3c2CCCC3NC(=O)CCN2Cc3ccccc3C2=O)c1C (stereo unspecified)	-3	-4	1	2	0	2	i	8	20	-13
29	C=CCOc1cccc(C2/C(=C(/O)c3ccc4c(c3)CC(C)O4)C(=O)C(=O)N2CCN2CCOCC2)c1 (stereo unspecified)	7	0	16	2	-2	4	i	2	5	-18
30	O=C(CNC(=O)c1ccc(Br)o1)NC1CCCCC1	1	-9	-3	4	3	-5	i	-7	11	-15
31	Cc1cc(C)c(NC(=O)c2c[nH]c(=S)n2-c2ccc(F)cc2)c(C)c1	1	-3	2	-1	-3	1	i	10	-11	15
32	CC(C)CCC(CCNCc1ccccn1)c1ccc2c(c1)OCO2 (stereo unspecified)	5	6	6	0	2	-6	i	-6	28	8
33	Cc1ccc(/C=N/n2c(C)nnc2C)cc1	0	-2	0	-3	-2	2	i	-13	21	-24
34	N=c1c2c(-c3ccccc3)c(-c3ccccc3)oc2ncn1CCCN1CCOCC1	1	-2	-24	-6	7	-1	i	7	8	15
35	CCOC(=O)N1CCN(C(=O)Cn2ncc3ccccc32)CC1	1	1	8	-3	-3	4	i	-22	5	-5
36	COc1ccc(/C=C/C(=O)NC(=S)N2CCCCC2)cc1OC	-3	-3	14	1	-3	x	i	3	x	-7
37	COc1ccc(OCC(=O)Nc2c3c(nn2-c2ccc(OC)cc2)CS(=O)(=O)C3)cc1	2	0	-11	-8	0	-1	i	11	14	-32
38	Cc1nonc1NC(=O)c1ccccc1Br	1	2	-22	-7	2	-1	i	16	23	14
39	CC1(C)Cc2c(c(-c3ccccc3)nc(N3CCOCC3)c2C(N)=O)CO1	1	-2	-15	-4	-1	1	i	9	19	-8
40	O=c1c2ccccc2nc2n1C(CSc1ccc(Br)cc1)CN2 (stereo unspecified)	-7	1	-1	-1	-2	-4	i	10	-7	-21
41	CC1CC(=O)N(CC(=O)Nc2cccc(F)c2)c2ccccc2S1(=O)=O (stereo unspecified)	0	-1	28	4	-2	-1	i	-7	15	-19
42	CCOC(=O)c1cc(-c2ccc(OC)cc2)n(CCC(=O)NC2CCN(Cc3ccccc3)CC2)c1C	0	0	18	3	2	-1	i	-10	3	-27
43	CS(=O)(=O)C1=NSC2=NC(=O)/C(=C\c3ccc(OC(=O)c4ccco4)cc3)C(=N)N21	-3	-1	16	-3	16	-8	i	-18	15	-14
44	CC1CCN(CC(=O)N2c3ccccc3CC2C)CC1 (stereo unspecified)	0	-2	-3	-7	1	0	i	-18	10	2
45	CCOC(=O)NC1=NCC(C)S1 (stereo unspecified)	-5	-5	-8	-3	-2	0	i	-8	22	-35
46	COc1ccc(C(=O)/C=C/c2cccs2)c(OC(=O)N2CCOCC2)c1	0	2	44	7	-3	-1	i	-16	9	-18
47	O=C(COC(=O)C1COc2ccccc2O1)NC(=O)NC1CCCC1 (stereo unspecified)	-2	2	17	4	0	1	i	-73	1	-9
48	CCOC(=O)N1CCN(C(=O)CN2C(=O)NC(c3ccccc3)(c3ccccc3)C2=O)CC1	-2	2	-4	-9	-1	1	i	29	22	-10
49	C#CCNC(=O)C1=C[C@@H](c2ccc3c(c2)OCO3)C[C@@H](OCCCCO)O1	x	x	-13	3	-2	-2	i	3	10	x
50	O=[N+]([O-])c1ccccc1S(=O)(=O)Nc1ccc(S(=O)(=O)Nc2nccs2)cc1	0	-3	4	-3	-3	-27	i	-19	-44	-3
51	COc1ccc(-c2nn(-c3ccccc3)cc2/C=N/Nc2ccccn2)cc1	-2	-10	12	8	1	2	i	-26	13	-11
52	C/C(=N\NC(=O)c1ccoc1C)c1cccnc1	-2	-1	26	21	0	-2	i	-117	31	-147
53	O=C(CC1SC(N2CCCC2)=NC1=O)Nc1ccc(C(=O)N2CCN(c3cccc(Cl)c3)CC2)cc1 (stereo unspecified)	x	x	3	-5	-2	1	i	11	19	x
54	Cc1cc(C)c2oc(C(=O)Nc3nnc(C(C)C)s3)cc(=O)c2c1	2	-9	5	-2	x	1	i	12	36	-29
55	COc1ccc(N2CCN(C(=O)Cn3cnc4sc(C)c(S(=O)(=O)N5CCOCC5)c4c3=O)CC2)cc1	-6	1	-4	1	0	-1	i	5	26	-19
56	CCc1[nH]c(=O)c(C#N)c2c1COC(C)(C)C2	-3	-3	8	-8	-1	0	i	3	11	-48
57	COc1ccc(OC)c(C(=O)COC(=O)C(CCSC)NC(=O)COc2ccccc2)c1 (stereo unspecified)	x	x	2	-4	-4	-3	i	1	4	x
58	Nc1cn(C2OC(CO)C(O)C2O)c(=O)[nH]c1=O (stereo unspecified)	-2	-1	-28	-12	0	0	i	-13	28	-36

As entered above.
Value for cpd 50 in GSK3beta inhib: -27
Value for cpd 56 in GSK3 alpha inh: -1
Value for cpd 52 in IEC-6 cytotox: -1
